Screening data deposited in PubChem by National Center for Advancing Translational Sciences (NCATS).
GALK inhibitor: blocks human galactokinase activity | 270,000 compounds, 0.007% hits | AID 1868 | Potency, µM (top dose mostly 57.5 µM), for inactives: at the top dose activity change, negative = inhibition, actives largely listed as inhibitors | P51570 | Purified GALK, Kinase-Glo residual ATP luminescence; further: potency means the concentration at half of the fitted maximal effect; on the % scale 0 is the no-effect control and ±100 the full control effect
Target sequence (P51570 whole entry, looked up): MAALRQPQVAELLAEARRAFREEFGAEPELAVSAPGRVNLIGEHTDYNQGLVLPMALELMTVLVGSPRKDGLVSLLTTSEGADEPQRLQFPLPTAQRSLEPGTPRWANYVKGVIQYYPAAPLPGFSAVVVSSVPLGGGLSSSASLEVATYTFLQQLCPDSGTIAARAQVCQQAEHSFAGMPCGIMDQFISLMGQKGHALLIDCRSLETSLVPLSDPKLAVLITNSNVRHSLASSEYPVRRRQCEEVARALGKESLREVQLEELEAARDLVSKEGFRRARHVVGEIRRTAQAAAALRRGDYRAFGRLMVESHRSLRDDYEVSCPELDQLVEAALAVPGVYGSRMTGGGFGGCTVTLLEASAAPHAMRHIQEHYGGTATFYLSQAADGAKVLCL
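Galactose (100 uM) and ATP (35 uM) were turned over by 5 nM GALK for 1 h at RT. Kinase-Glo Plus then converted the remaining ATP into a luminescent signal.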
Coupling enz: inhibits coupling enzyme system, counter-screen for aldolase hits | coupling enzyme system counterscreen, AmpLite Red fluorescence | activity change, negative = inhibition, % at 58.2 µM, hits read low | 290,000 compounds, 0.67% hits; in the data active means activity change below about -30%; further: on the % scale 0 is the no-effect control and ±100 the full control effect
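Counterscreen of the coupled detection system alone, without aldolase: glyceraldehyde-3-phosphate coupling enzymes plus AmpLite Red readout. Compounds at 57.5 uM final, 10 min RT preincubation, 20 min RT reaction, fluorescence 525/598 nm.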
Chronic BCR inh: chronic active BCR signaling inhibition | ABC-DLBCL IkBa-CBG/CBR reporter, luminescence ratio, 4 h | Potency, µM (doses to about 46.1 µM), without a hit: top-dose ratio change, negative = lower green/red ratio, actives largely listed as inhibitors | 340,000 compounds, 0.05% hits | AID 493014; active means well fitted inhibition curve with a large enough effect in the signal ratio, with a control signal flat, not every such curve was filed as active; inconclusive means small, poorly fitted or top-dose-only effect, or effect the other way, or a change in a side signal; the % refers to the signal ratio;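 further: potency means the concentration at half of the fitted maximal effect; plate controls were basal doxycycline-induced cells for no effect and cells given 10 µM MG132 for full effect; MG132 reads +100%, hits lower the ratio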
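TMD8 ABC-DLBCL cells carrying doxycycline-inducible green luciferase fused to IkappaBalpha plus unfused red luciferase were exposed to compounds (up to 46 uM) for 4 hrs at 37C. Activity came from the overlap-corrected green/red luminescence ratio.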
Tb PFK block: T. brucei PFK enzyme inhibition. T. brucei PFK, ADP-Glo luminescence. Potency, µM (highest dose often 57.5 µM), without a hit: at the highest dose activity, negative = inhibition, most hits filed as inhibitors. 330,000 compounds, 0.17% hits. AID 485367;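 further: potency means the concentration at half of the fitted maximal effect; 0% = uninhibited 1x PFK enzyme wells and -100% = no-enzyme wells; nearly all actives have a fitted effect of over 60% in size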
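Luminescent ADP detection (ADP-Glo, two-step: ATP depletion then ADP-to-ATP conversion for luciferase) reported PFK activity after 45 min room-temperature reaction of 1.25 nM enzyme with 0.5 mM F6P and 0.1 mM ATP at pH 8.0.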
PKM2 activator: PKM2 (human) enzyme activation | purified PKM2, Kinase-Glo ATP luminescence, activation; response scale: 0% is enzyme alone, no compound | 260,000 compounds, 0.34% hits | AID 1631 | Potency, µM (highest dose often 57.5 µM), for the others: at the top dose activation, hits mostly activators; further: potency means the concentration at half of the fitted maximal effect; on the % scale 0 is the no-effect control and ±100 the full control effect; nearly all actives have a fitted effect of over 55% in size
Target sequence (P14618 whole entry, looked up): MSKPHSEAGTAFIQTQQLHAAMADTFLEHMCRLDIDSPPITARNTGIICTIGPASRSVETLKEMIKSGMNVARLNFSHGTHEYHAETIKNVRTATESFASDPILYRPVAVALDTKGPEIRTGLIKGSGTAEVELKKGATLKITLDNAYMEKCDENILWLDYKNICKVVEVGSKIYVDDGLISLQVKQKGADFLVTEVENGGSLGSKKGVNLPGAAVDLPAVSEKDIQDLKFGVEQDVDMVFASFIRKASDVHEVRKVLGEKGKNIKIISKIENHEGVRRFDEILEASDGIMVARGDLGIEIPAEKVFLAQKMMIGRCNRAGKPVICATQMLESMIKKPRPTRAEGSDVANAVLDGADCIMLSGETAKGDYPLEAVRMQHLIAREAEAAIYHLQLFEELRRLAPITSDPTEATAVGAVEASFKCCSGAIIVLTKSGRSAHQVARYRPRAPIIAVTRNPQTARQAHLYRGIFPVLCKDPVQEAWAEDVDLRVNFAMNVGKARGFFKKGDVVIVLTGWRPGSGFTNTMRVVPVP
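hPK-M2, >95% pure; 0.1 mM ADP / 0.5 mM PEP final; imidazole pH7.2 buffer w/ 7 mM MgCl2, 50 mM KCl; 1 h RT; Kinase-Glo lum. Intermediate enzyme activity for dual inhibitor/activator qHTS.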
Menin-MLL TR inh: inhibitors of human menin-MLL interaction, mutant MLL peptide; O00255; Menin + Texas Red MLL mutant peptide, fluorescence polarization; Potency, µM (titrated, usually from 61.6 µM), for the others: at the highest dose FP activity change, negative = inhibition, most hits filed as inhibitors; 270,000 compounds, 0.23% hits; AID 1768; active means well fitted inhibition curve with a large enough effect in the polarisation, with a control signal flat, not every such curve was filed as active; inconclusive means small, poorly fitted or top-dose-only effect, or effect the other way, or a change in a side signal; inactive means no such curve, though single readings can be large or run the other way; the % refers to the polarisation; further: potency means the concentration at half of the fitted maximal effect; % of control where 0% means no effect; many of its hits are not listed in these tables
a7 integrin act: integrin-mediated muscular dystrophy alleviation activation. AID 624291. Potency, µM (series often up to 38.3 µM), for the others: at the highest dose activation, hits mostly activators. alpha7betagal myoblasts, beta-gal FDG fluorescence, 48 h. 350,000 compounds, 0.064% hits;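 further: potency means the concentration at half of the fitted maximal effect; 100% = response of the positive control SU9516; nearly all actives have a fitted effect of over 60% in size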
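alpha7betagal+/- myoblasts (passage 13, 250/well) treated 48 h at 37C with compounds at 1:260 dilution of DMSO stock. Lysed, then beta-galactosidase activity read as FDG fluorescence (ex 480/em 540) after 30 min, with pre-read for autofluorescence.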
B2AR arrestin: agonists driving beta-arrestin recruitment to human beta2-adrenergic receptor | AID 492947 | 330,000 compounds, 0.02% hits | Potency, µM (doses to about 46.1 µM), for the others: at the highest dose activation, hits mostly activators | beta-arrestin recruitment to beta2AR, cell-based reporter;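 further: potency means the concentration at half of the fitted maximal effect; 0% = DMSO controls and full agonism = EC100 isoproterenol or metaproterenol; nearly all actives have a fitted effect of over 65% in size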
ASM inhibitor: human S-ASM enzyme inhibition. P17405. placental ASM, HMU-PC fluorogenic substrate, 60 min. Potency, µM (titrated, usually from 57.5 µM), inactives show at the top dose activity change, negative = inhibition, usual class: inhibitors. 340,000 compounds, 0.006% hits. AID 504937; further: potency means the concentration at half of the fitted maximal effect
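Human placenta-derived ASM enzyme was preincubated with compound for 10 minutes at room temperature, then given fluorogenic substrate HMU-PC0 (9 uM final) for 60 minutes at 37 °C; a pH 10 stop preceded fluorescence reading at Ex 386/Em 447 nm.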
TSG101-PTAP inh: blocks PTAP/TSG101 interaction to inhibit HIV-1 budding. Q99816. Fluorescence polarization, FITC-PTAP peptide / Tsg101 binding. Potency, µM (highest dose often 115 µM), for inactives: at the highest dose activity change, negative = inhibition, actives largely listed as inhibitors. 340,000 tested, under 10 active. AID 493005; active means well fitted inhibition curve with a large enough effect in the main read-out, with a control signal flat, not every such curve was filed as active; inconclusive means small, poorly fitted or top-dose-only effect, or effect the other way, or a change in a side signal; inactive means no such curve, though single readings can be large or run the other way; further: potency means the concentration at half of the fitted maximal effect; % of control where 0% means no effect
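Compounds were pin-transferred onto Tsg101 binding domain (10 uM final) in HEPES pH 7.5 buffer, then FITC-PTAP peptide was added at 50 nM final. After 20 min at RT, polarization reported peptide displacement across a qHTS concentration series.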
Giardia kill: kills Giardia lamblia | 340,000 compounds, 0.15% hits | Giardia lamblia trophozoite viability | activity change, % at 7.66 µM, hits read low; in the data active means activity change below about -80%; inconclusive means between about -30% and that limit;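 further: parasites exposed to compound for two days anaerobically before the ATP read; on the % scale 0 is the no-effect control and ±100 the full control effect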
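Luminescent ATP signal served as the viability read-out, measured 15-30 min after adding ATP detection reagent to trophozoites that had been incubated with compounds for 48 hrs at 37 deg C anaerobically at 100 cells/well.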
* = called active by the depositor; ? = inconclusive; / = not tested or not shown; [ ] = remark or other dose. Unless noted, the call rests on the fitted dose curve; in most records, active means well fitted curve in the direction sought with a large enough effect; inconclusive means small, poorly fitted or top-dose-only effect, or another doubt; inactive means no such curve, though single readings can be large; an effect the other way counts as inactive or inconclusive. These rows are one share of the data, so the mix of outcomes need not match the whole.

SMILES,Giardia kill,ASM inhibitor,GALK inhibitor,Menin-MLL TR inh,Coupling enz,B2AR arrestin,Chronic BCR inh,PKM2 activator,TSG101-PTAP inh,Tb PFK block,a7 integrin act
O=C(O)c1nc(NCc2ccccc2)ncc1Cl,-6,1%,-2%,9%,-2,0.6%,0%,/,1%,-2%,-36%
CCOC(=O)C1CCN(C(=O)c2cc3c(-c4ccc(OC)c(OC)c4)nn(C)c3s2)CC1,5,-1%,2%,-4%[11.7 µM],-1,0.3%,?,-9%,-3%,3%,-15%
C=CCn1c(SCC(=O)Nc2cc(C)on2)nc2sc(CC)cc2c1=O,2,0%,-2%,/,-2,0.1%,-5%,7%,2%,-1%,15%
CCc1ccc(NC(=O)CCC(=O)Nc2nnc(C(F)(F)F)s2)cc1,-19,1%,-2%,/,/,0.5%,2%,/,2%,1%,1%
CN(CC(=O)Nc1ccccc1C(F)(F)F)C(=O)Cc1ccc(S(=O)(=O)N2CCOCC2)s1,15,-1%,/,/,/,-0.3%,-2%,/,2%,12%,1%
Cc1ccc(-c2noc(CCC(=O)NCc3ccccc3CN3CCOCC3)n2)cc1,-6,5%,/,/,/,0.5%,0%,/,-9%,3%,-5%
COc1ccc(CCC(=O)Nc2ccc(S(=O)(=O)Nc3nccc(C)n3)cc2)cc1,?,5%,-2%,16%,0,0.3%,2%,24%,-6%,-24%,-19%
O=C(NCc1ccncc1)C1CCN(S(=O)(=O)Cc2ccccc2)CC1,41[activator],-4%,0%,7%,6,-0.1%,9%,2%,-14%,0%,22%
Cc1ccc(CSc2nc3ccccc3c(=O)[nH]2)cc1,2,0%,1%,-20%,0,0.4%,?,-2%,-6%,-1%,5%
O=C(C[n+]1cccc2ccccc21)c1ccc(Br)cc1,-28,0%,1%,3%,-4,-0.6%,2%,-8%,17%,1%,-13%
C=C(Cl)COc1cc(C)cc2oc(=O)cc(CC)c12,5,-3%,0%,2%,-5,-0.2%,16%,-11%,-6%,-3%,15%
Cc1ccc(/C=C/C(=O)OCC(=O)NC(=O)NCc2ccco2)cc1,29,-2%,/,/,/,0.2%,2%,/,-2%,?,-12%
Cc1ccc(C(C(=O)NCc2ccccc2)N(C(=O)c2csnn2)c2cccc3ccccc23)o1 (stereo not given),12,-3%,-3%,?,-4,/,/,3%,-3%,/,-19%
COCCSc1nnc(NC(=O)c2ccc([N+](=O)[O-])cc2)s1,-8,1%,-1%,?,-4,-1.3%,?,1%,-1%,-11%,6%
CC(C)c1ccccc1-n1c(-c2cccnc2)n[nH]c1=S,-6,0%,1%,-1%,1,-0.3%,3%,0%,-1%,-1%,17%
O=C(NC(=S)Nn1cnc2c(cnn2-c2ccccc2)c1=O)c1ccc(Cl)cc1,-19,-6%,-5%,11%,14,-0.2%,12%,-9%,-1%,-1%,0%
O=C(COc1ccc2ccc(=O)oc2c1)Nc1ccc(CCO)cc1,-1,9%,1%,-11%,0,0.6%,-1%,2%,0%,1%,16%
CNC(=S)NNc1nncc2ccccc12,-11,1%,-3%,12%,2,0.1%,?,3%,-1%,7%,-30%
CCCCC(=O)Nc1nc2c(OC)ccc(OC)c2s1,-16,0%,5%,17%,1,-0.1%,?,-11%,0%,3%,-19%
O=C(CC1C(=O)NCCN1C(=O)Nc1ccccc1)Nc1cccc(Cl)c1 (stereo not given),4,-5%,1%,21%,0,-0.2%,-1%,0%,-3%,-4%,6%
O=C(CCCN1C(=O)/C(=C\c2cccs2)SC1=S)Nc1cc([N+](=O)[O-])ccc1O,?,-24%,-7%,?,4,0.5%,1%,-2%,/,5%,-14%
CS(=O)(=O)NN1C(=O)c2ccccc2NC12CCCC2,-6,30%,9%,-8%,2,0.0%,-7%,-4%,-2%,-5%,-10%
CC(C)(C)CN1CCNC(=O)C1CC(=O)NCCc1cnn(-c2ccccc2)c1 (stereo not given),1,10%,3%,21%,8,-0.7%,?,-17%,-3%,-18%,-6%
Cc1noc(C)c1COC(=O)CNC(=O)c1cccc(F)c1,0,3%,8%,2%,-2,0.3%,-1%,-4%,0%,-1%,5%
COc1ccc(C(=O)C2C(c3ccc(-c4ccccc4[N+](=O)[O-])o3)NC(=O)NC2(O)C(F)(F)F)cc1 (stereo not given),10,-1%,0%,-3%,-8,2.1%,-12%,6%,-2%,-9%,14%
CCOC(=S)SCC(=O)N1CCc2cc(OC)ccc2C1C1C(=O)CCCC1=O (stereo not given),-1,3%,1%,11%,1,-0.1%,?,24%,0%,2%,-37%
Cc1cccc(C)c1NC(=O)/C(C#N)=C/c1ccc(-c2ccc(C(=O)O)cc2)o1,9,39%,-2%,3%,2,0.2%,?,1%,-1%,0%,-15%
N#CC1=C(S)N(c2ccccc2)C(c2ccc(-c3ccc(Cl)c(Cl)c3)o2)NC1=O (stereo not given),-5,4%,-17%,/,0,0.5%,-8%,7%,3%,-2%,9%
COc1ccccc1NC(=O)CSc1nnc(-c2ccco2)n1N,-12,0%,7%,7%,-1,-0.7%,?,-5%[0.46 µM],-1%,-3%,-11%
CCOc1ccc(S(=O)(=O)N2CCCCC2)cc1NC(=O)c1cccnc1OCC,-16,-1%,/,/,/,0.1%,-1%,/,1%,-2%,15%
N#Cc1nccnc1S(=O)(=O)c1cccs1,8,0%,/,/,-1,-1.1%,?,?,1%,-18%,-38%
COC(=O)c1ccc(-n2c(C)cc(C(=O)COC(=O)CNS(=O)(=O)c3ccc(C)cc3)c2C)cc1,7,-8%,/,-10%,-1,0.0%,0%,1%,1%,-8%,-20%
COc1cccc(-c2cc(C(=O)Nc3cc(C)on3)no2)c1,16,-1%,-1%,-13%,0,-0.1%,-2%,1%,1%,0%,28%
COc1ccc(C(=O)Oc2coc(CSc3nnc(NC(=O)c4cccs4)s3)cc2=O)cc1,-11,-4%,-3%,?,0,-0.9%,-1%,-18%,4%,-27%,12%
CCCc1n[nH]c2c1C(=O)C(C(=O)OC)C(C)(C)C2 (stereo not given),-17,-1%,0%,8%,-1,-0.2%,2%,-2%,-1%,-1%,23%
CSc1nnc2n(C3CCCCC3)c(=O)c3c4c(sc3n12)CCCC4,/,/,-3%,-26%,0,-0.3%,4%,0%,/,1%,/
O=C(NCCc1c[nH]c2ccccc12)C(=O)NCC1OCCN1S(=O)(=O)c1ccc(F)cc1 (stereo not given),1,2%,/,36%[activator],-2,-0.2%,?,-1%,3%,-6%,-18%
Cc1ccc(-c2cc(-c3ccccc3)nc(NN)n2)cc1,-5,-5%,1%,7%,1,-0.4%,?,2%,4%,1%,0%
O=C(Nc1ccc(Cl)c(S(=O)(=O)N2CCCCC2)c1)c1ccco1,1,-2%,/,/,/,-1.0%,?,/,-6%,0%,-33%
COc1ccc(OC)c(-c2csc(N(Cc3ccco3)C(=O)c3ccco3)n2)c1,-4,1%,-2%,3%,-3,0.1%,17%,6%,0%,-2%,11%

Part of the list above in a different format.
Results follow in this order: Giardia kill	ASM inhibitor	GALK inhibitor	Menin-MLL TR inh	Coupling enz	B2AR arrestin	Chronic BCR inh	PKM2 activator	TSG101-PTAP inh	Tb PFK block	a7 integrin act
O=C(NCCc1c[nH]c2ccccc12)C(=O)NCC1OCCN1S(=O)(=O)c1ccc(F)cc1 (stereo not given)
    1	2%	/	36%[activator]	-2	-0.2%	?	-1%	3%	-6%	-18%
Cc1ccc(-c2cc(-c3ccccc3)nc(NN)n2)cc1
    -5	-5%	1%	7%	1	-0.4%	?	2%	4%	1%	0%
O=C(Nc1ccc(Cl)c(S(=O)(=O)N2CCCCC2)c1)c1ccco1
    1	-2%	/	/	/	-1.0%	?	/	-6%	0%	-33%
